IAP activation = activators of mouse IAP, confirmation, biochemical, luminescence, single concentration (AID 434970); purified mouse IAP, CDP-Star luminescence, 30 min; stronger effect = lower value; activity change, negative = activation, % at 10 µM; 11,000 tested, 2.9% active; in the data active = activity change below about -85%;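 note: percent relative to enzyme plus DMSO wells and wells without enzyme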
IAP activation Fold change = also measured in IAP activation; calls as there; activation factor; measured here: IAP activation factor; stronger effect = higher value;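 fold luminescence change scaled to plate control wells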
Active calls of the source: *. These rows are one share of the data; count on the stated rates, not on these rows.

Structure: COc1cc(/C=N/NC(=O)CN2CC(c3ccccc3)CC2=O)ccc1OC(=O)N(C)C (stereo not drawn)
  IAP activation = 6; IAP activation Fold change = 0.94

Structure: CCC(C)NC(=O)c1c(N)n(CC2CCCO2)c2nc3ccccc3nc12 (stereo not drawn)
  IAP activation = -31; IAP activation Fold change = 1.3

Structure: CCOCC(=O)NC1CCSC1=O (stereo not drawn)
  IAP activation = 3; IAP activation Fold change = 0.97

Structure: CCOC(=O)Cn1cc(C(=O)c2ccccc2F)c2ccccc21
  IAP activation = 4; IAP activation Fold change = 0.96

Structure: Cn1c2ccccc2c2cnn(CC(=O)N3CCC4(CC3)OCCO4)c(=O)c21
  IAP activation = 0; IAP activation Fold change = 1

Structure: O=C1NC(=S)NC(=O)C1=Cc1ccc2c(c1)CCN2CCCCl
  IAP activation = 73; IAP activation Fold change = 0.27

Structure: CC(C)Oc1ccc(C2C(C#N)=C(N)Oc3c2c(=O)oc2ccccc32)cc1 (stereo not drawn)
  IAP activation = 10; IAP activation Fold change = 0.9

Structure: c1ccc(C2CC3CC(c4ccco4)N2O3)cc1 (stereo not drawn)
  IAP activation = 2; IAP activation Fold change = 0.98

Structure: Cc1ccc(S(=O)(=O)N2CN3CCN(C3)C2)cc1
  IAP activation = 7; IAP activation Fold change = 0.93

Structure: O=C1C2CCCN2C(c2ccccc2)N1c1ccccn1 (stereo not drawn)
  IAP activation = -8; IAP activation Fold change = 1.1

Structure: C(=NC12CN3CN(CN(C3)C1)C2)c1cccnc1
  IAP activation = 1; IAP activation Fold change = 0.99

Structure: O=S(=O)(c1ccc(Cl)cc1)N1CN2CCN(C2)C1
  IAP activation = -2; IAP activation Fold change = 1

Structure: CCOc1ccc(-n2c(O)c(C=NCCCn3ccnc3)c(=O)[nH]c2=O)cc1
  IAP activation = -6; IAP activation Fold change = 1.1

Structure: Cc1nc2cc(F)ccc2n1C1CCN(Cc2nnnn2CCc2ccccc2)CC1
  IAP activation = -13; IAP activation Fold change = 1.1

Structure: COc1cccc(C2C([N+](=O)[O-])=C(N)Oc3c2c(=O)oc2ccccc32)c1 (stereo not drawn)
  IAP activation = 7; IAP activation Fold change = 0.93

Structure: O=C1NC(=O)N(c2ccccc2)C(=O)/C1=C\c1ccc([N+](=O)[O-])s1
  IAP activation = 53; IAP activation Fold change = 0.47

Structure: O=C1NC(=O)N(Cc2ccco2)C(=O)/C1=C/c1ccc(-c2cccc([N+](=O)[O-])c2)o1
  IAP activation = 68; IAP activation Fold change = 0.32

Structure: COc1ccc(C(=O)N2CCOCC2)cc1S(=O)(=O)N1CCC(C)CC1
  IAP activation = 10; IAP activation Fold change = 0.9

Structure: O=C(Cc1ccccc1)N1CCN(Cc2cccnc2)CC1
  IAP activation = -3; IAP activation Fold change = 1

In the list so far, these have sulfur.
Structure: CCOCC(=O)NC1CCSC1=O (stereo not drawn)
  IAP activation = 3; IAP activation Fold change = 0.97

Structure: O=C1NC(=S)NC(=O)C1=Cc1ccc2c(c1)CCN2CCCCl
  IAP activation = 73; IAP activation Fold change = 0.27

Structure: Cc1ccc(S(=O)(=O)N2CN3CCN(C3)C2)cc1
  IAP activation = 7; IAP activation Fold change = 0.93

Structure: O=S(=O)(c1ccc(Cl)cc1)N1CN2CCN(C2)C1
  IAP activation = -2; IAP activation Fold change = 1

Structure: O=C1NC(=O)N(c2ccccc2)C(=O)/C1=C\c1ccc([N+](=O)[O-])s1
  IAP activation = 53; IAP activation Fold change = 0.47

Structure: COc1ccc(C(=O)N2CCOCC2)cc1S(=O)(=O)N1CCC(C)CC1
  IAP activation = 10; IAP activation Fold change = 0.9

Screening results (PubChem BioAssay)
